Screening results deposited in PubChem by National Center for Advancing Translational Sciences (NCATS).
BLM inh = inhibitors of human Bloom syndrome helicase BLM; P54132; recombinant BLM DNA unwinding, fluorescence dequenching; Potency, µM (titrated, usually from 56.1 µM), for inactives: top-dose activity change, negative = inhibition, hits mostly inhibitors; 0.2% of 350,000 active; AID 2528;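 also: plate controls were vehicle for no effect and no enzyme for full effect; nearly all actives have a fitted effect of over 35% in size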
Target sequence (P54132 whole entry, looked up): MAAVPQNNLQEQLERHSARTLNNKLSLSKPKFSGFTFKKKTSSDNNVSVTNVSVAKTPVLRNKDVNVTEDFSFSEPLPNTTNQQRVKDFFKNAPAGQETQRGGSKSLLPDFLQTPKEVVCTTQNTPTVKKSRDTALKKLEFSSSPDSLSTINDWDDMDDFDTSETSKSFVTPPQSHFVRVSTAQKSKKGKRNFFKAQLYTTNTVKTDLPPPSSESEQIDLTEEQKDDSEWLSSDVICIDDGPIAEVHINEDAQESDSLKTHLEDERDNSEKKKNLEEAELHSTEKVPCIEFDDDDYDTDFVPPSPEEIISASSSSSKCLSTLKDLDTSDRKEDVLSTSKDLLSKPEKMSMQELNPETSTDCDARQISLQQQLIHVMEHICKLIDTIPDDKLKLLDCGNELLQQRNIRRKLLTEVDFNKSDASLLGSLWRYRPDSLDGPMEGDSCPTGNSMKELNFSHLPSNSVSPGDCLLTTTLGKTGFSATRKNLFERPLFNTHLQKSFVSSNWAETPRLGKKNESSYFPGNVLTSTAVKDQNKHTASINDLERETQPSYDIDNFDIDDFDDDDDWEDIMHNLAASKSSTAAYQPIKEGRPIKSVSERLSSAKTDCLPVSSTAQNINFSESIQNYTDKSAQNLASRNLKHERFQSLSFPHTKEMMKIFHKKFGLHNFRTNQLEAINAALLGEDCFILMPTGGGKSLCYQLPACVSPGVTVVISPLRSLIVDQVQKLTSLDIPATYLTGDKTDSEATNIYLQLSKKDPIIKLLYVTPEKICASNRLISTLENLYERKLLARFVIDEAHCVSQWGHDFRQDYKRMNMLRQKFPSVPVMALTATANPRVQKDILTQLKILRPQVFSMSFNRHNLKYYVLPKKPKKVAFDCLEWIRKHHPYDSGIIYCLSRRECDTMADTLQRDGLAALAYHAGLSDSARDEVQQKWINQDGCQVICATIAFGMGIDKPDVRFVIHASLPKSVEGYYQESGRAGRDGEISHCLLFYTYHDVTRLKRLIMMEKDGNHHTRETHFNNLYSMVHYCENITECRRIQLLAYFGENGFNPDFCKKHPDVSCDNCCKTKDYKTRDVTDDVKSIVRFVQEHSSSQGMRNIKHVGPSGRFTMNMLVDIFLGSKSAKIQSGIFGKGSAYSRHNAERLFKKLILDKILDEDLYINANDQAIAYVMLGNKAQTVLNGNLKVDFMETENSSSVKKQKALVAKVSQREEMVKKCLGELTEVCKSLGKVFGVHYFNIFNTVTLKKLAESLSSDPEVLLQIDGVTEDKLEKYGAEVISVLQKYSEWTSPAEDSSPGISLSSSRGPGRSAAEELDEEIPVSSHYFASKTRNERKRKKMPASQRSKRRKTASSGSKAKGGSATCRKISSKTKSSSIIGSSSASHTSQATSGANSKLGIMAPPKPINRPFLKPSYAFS
BAZ2B block = inhibitors of human BAZ2B bromodomain. Potency, µM (series often up to 114 µM), inactives show at the highest dose activity change, negative = inhibition, actives largely listed as inhibitors. Q9UIF8. AID 504333. AlphaScreen BAZ2B-H3K14Ac peptide displacement. 4.4% of 360,000 active; also: % is scaled to controls: 0 for no effect and ±100 for the full control effect; nearly all actives have a fitted effect of over 60% in size
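AlphaScreen luminescence quantifies BAZ2B engagement of H3K14Ac peptide; the protein and biotinylated peptide are both at 50 nM final, buffer PBS pH 7.4 with 0.01% Tween-20, all steps at room temperature.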
Anesthetic bind = binds horse apoferritin like a general anesthetic; apoferritin/1-aminoanthracene competitive binding, fluorescence; Potency, µM (series often up to 77.5 µM), without a hit: top-dose activity change, negative = displacement, actives largely listed as inhibitors; 0.074% of 350,000 active; also: % is scaled to controls: 0 for no effect and ±100 for the full control effect; nearly all actives have a fitted effect of over 20% in size
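Horse-spleen apoferritin (10 uM) was mixed with 50% saturated 1-aminoanthracene in PBS, exposed to compounds for 10 min at room temperature, and read for fluorescence (ex 380 nm, em 535 nm). Competitive displacement was fitted with a four-parameter Hill equation.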
G9a block = blocks human histone lysine methyltransferase G9a | G9a H3K9 monomethylation, AlphaScreen, 2 h | 8.8% of 350,000 active | AID 504332 | Potency, µM (top dose mostly 102 µM), inactives show top-dose activity, negative = inhibition, actives largely listed as inhibitors | Q96KQ7; also: % is scaled to controls: 0 for no effect and ±100 for the full control effect; nearly all actives have a fitted effect of over 75% in size
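Step 1: enzyme (final 20 nM) with compound, 15 min RT. Step 2: substrate peptide 500 nM and SAM 20 uM, 2 h RT. Step 3: anti-H3K9me1 antibody and AlphaScreen beads, 10 min, then plate read.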
APE1 inh = blocks human APE1 abasic DNA cleavage | recombinant APE1, TAMRA/BHQ-2 abasic DNA cleavage fluorescence | Potency, µM (series often up to 65.8 µM), for the others: at the top dose activity change, negative = inhibition, actives largely listed as inhibitors | P27695 | AID 2517 | 0.35% of 350,000 active;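 also: plate controls were vehicle for no effect and reference inhibitor for full effect; nearly all actives have a fitted effect of over 55% in size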
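Measures dequenching upon AP-site incision of a 5'-TAMRA/3'-BHQ-2 THF-containing duplex, 50 nM; human APE1 0.75 nM after 15 min room-temperature exposure to compound; kinetic three-point read at one-minute spacing.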
Pol iota inh = blocks human DNA polymerase iota activity. AID 588590. Potency, µM (highest dose often 115 µM), for the others: at the highest dose activity, negative = inhibition, hits mostly inhibitors. Pol iota fluorescent replication assay, 10 min. 1% of 390,000 active
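Pol iota at 10 nM preincubated 15 min with compounds at room temperature; reaction started with fluorescent substrate, 50 nM final. Fluorescence read kinetically at 0 and 10 min; buffer-only wells as negative control.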
Pol eta inh = inhibitors of human DNA polymerase eta; Q9Y253; recombinant Pol eta, fluorescent DNA replication assay; Potency, µM (highest dose often 114 µM), without a hit: top-dose activity change, negative = inhibition, hits mostly inhibitors; 1.2% of 390,000 active; AID 588591; also: % is scaled to controls: 0 for no effect and ±100 for the full control effect
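Fluorescent replication assay: 50 nM final substrate added after a 15 min room-temperature compound preincubation with 10 nM enzyme. Signal taken at 0 min and again at 10 min.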
Pol kappa inh = DNA polymerase kappa (human) inhibition. Q9UBT6. purified Pol kappa, fluorescent DNA synthesis assay, 10 min. Potency, µM (top dose mostly 107 µM), without a hit: at the top dose activity, negative = inhibition, usual class: inhibitors. 0.53% of 400,000 active. AID 588579; also: % is scaled to controls: 0 for no effect and ±100 for the full control effect
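Kinetic fluorescence screen: compound preincubated 15 min RT with 10 nM enzyme; 50 nM substrate (final) initiates; reads at 0/10 min.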
Pol beta inh = DNA polymerase beta (human) inhibition; Pol beta primer extension/strand displacement, fluorescence kinetic; Potency, µM (titrated, usually from 114 µM), inactives show at the highest dose activity change, negative = inhibition, actives largely listed as inhibitors; P06746; 1.3% of 340,000 active; also: % is scaled to controls: 0 for no effect and ±100 for the full control effect
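Preincubation: enzyme (10 nM) with compound, 15 min, RT. Reaction: substrate added to 50 nM final. Reads: 0 and 10 min. Analysis: normalized, Hill fit.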
* = called active by the depositor; ? = inconclusive; · = not tested or not shown; & = joins results of further samples; [ ] = dose if it differs, or a comment. Calls follow the shape of the dose curve; as a rule, active = well fitted curve in the direction sought with a large enough effect; inconclusive = small, poorly fitted or top-dose-only effect, or another doubt; inactive = no such curve, though single readings can be large; an effect the other way counts as inactive or inconclusive. Potency is read from the fitted curve at half-maximal effect. Only part of the results is shown. The share of hits here may be higher or lower than overall.

[1] Cn1c(SCC(=O)Nc2ccccc2F)nnc1C1CCCCC1
[2] COc1ccc(-c2cc(=O)oc3c(C)c(OCc4nn[nH]n4)ccc23)cc1
[3] O=C(Nc1ccc(N2CCCC2)cc1)C(c1ccccc1)c1ccccc1
[4] O=C1CNC(=O)N1
[5] CCOC(=O)C1CCCN(C(=O)C2c3ccccc3Oc3ccccc32)C1 (stereo unspecified)
[6] CN(CC(=O)Nc1ccc(Cl)c(C(F)(F)F)c1)C(=O)COC(=O)C1CC2CCCC(C1)C2=O (stereo unspecified)
[7] O=C(N/N=C/C1CC=CCC1)c1cc(-c2cccnc2)nc2ccccc12 (stereo unspecified)
[8] Cc1ccc(S(=O)(=O)N2CCN(C(=O)CN3CCOCC3)C2c2ccccc2)cc1 (stereo unspecified)
compound no. | 1 | 2 | 3 | 4 | 5 | 6 | 7 | 8
APE1 inh | -24% | 12% | 3% | -2% | -5% | 19% | -4% | -1%
BLM inh | -5% | -4% | -5% | 0% | 1% | · | 2% | -6%
BAZ2B block | -15% | -1% | ? | -9% | 5% | · | 3% | -3%
Pol eta inh | ? | ? | -12% | -18% | -23% | -13% | -9% | -10%
Anesthetic bind | -20% | -19% | ? | -3% | -11% | · | -14% | -9%
Pol kappa inh | -25% | -6% | -3% | -1% | -4% | -4% | -1% | -3%
G9a block | · | ? | 32µM* | -7%[12.7 µM] | 12%[59 µM] | · | 16% | ?
Pol iota inh | ? | 43%[activator] | 71%[activator] | 31%[activator] | 23% | 25% | 51%[activator] | ?
Pol beta inh | 0% | 24% | -1% | 31%[activator] | 0% | · | ? | 7%

[9] COc1ccc(C(=O)ON=C2CCN(c3ccc([N+](=O)[O-])cc3)CC2)cc1
[10] CCOC(=O)C1(Cc2ccc(OC)cc2)CCN(C(=O)CCn2ccc(C)n2)CC1
[11] COCCOc1cc(NC(=O)c2sccc2Oc2ccc([N+](=O)[O-])cc2F)c(Cl)cc1Cl
[12] O=C(Nc1ccc(Cl)c(-c2nc3ccccc3[nH]2)c1)c1cccnc1
[13] S=c1[nH]nc(Cc2ccc(Cl)cc2)o1
[14] CC(=O)Oc1ccccc1C(=O)OCCN=C1NS(=O)(=O)c2ccccc21
[15] CCOc1ccc(N(CC(=O)OC)S(=O)(=O)c2ccc3c(c2)n(C)c(=O)c(=O)n3C)cc1
[16] COc1cccc(C(=O)NCC2(c3ccccc3)CCCC2)c1OC
compound no. | 9 | 10 | 11 | 12 | 13 | 14 | 15 | 16
APE1 inh | -3% | 9% | -1% | 4% | 6% | 39% | -1% | 11%
BLM inh | -2% | -2% | -6% | 2% | -2% | -7% | 0%&-2% | -6%
BAZ2B block | -32% | -9% | -32% | 9% | ? | 6% | 5%&-4% | 5%
Pol eta inh | 6% | -24% | -3% | -2% | -5% | -22% | -13%&-16% | -27%
Anesthetic bind | ? | -8% | -11% | 1% | 0% | 1% | -8%&-19% | -9%
Pol kappa inh | 3% | -9% | -8% | -18% | 3% | -5% | -5%[60.1 µM] | -20%
G9a block | · | · | -38%[59 µM] | -10% | -128% | 5% | -18%[59 µM] | 27%
Pol iota inh | -5% | 66%[activator] | 20% | -1%[58.9 µM] | -14% | 63%[activator] | -3%&24% | 10%
Pol beta inh | -15% | 34% | ? | 20% | 3% | 12% | -14%&-2% | 0%

[17] CN(C(=O)COC(=O)c1ccccc1OCc1ccc(F)cc1)C1CCS(=O)(=O)C1 (stereo unspecified)
[18] COc1ccccc1CNC(=O)C1CCCN(S(=O)(=O)c2cccc3cccnc23)C1 (stereo unspecified)
[19] CCOC(=O)Nc1ccc2c(c1)N(C(=O)OCCN(C)C)c1ccccc1CC2
[20] CCc1nn(CC(=O)NCCCc2ccccc2)c(=O)c2cc3ccccc3n12
[21] Cc1cc(F)ccc1NC(=O)c1cc(S(=O)(=O)N2CCc3ccccc32)cn1C
[22] CC(C)c1nnc(NC(=O)c2cc3ccccc3o2)s1
[23] Cc1cc(SC(C)C(=O)O)nc2ccccc12 (stereo unspecified)
[24] CCSc1nnc(-c2ccccc2N)c(=O)[nH]1
compound no. | 17 | 18 | 19 | 20 | 21 | 22 | 23 | 24
APE1 inh | 8% | -8% | -2%&-6% | · | 17% | -12% | 1% | 13%
BLM inh | · | 4% | 3%&1% | -8% | -1% | -2% | 0% | 3%
BAZ2B block | -2% | -6% | 0%&1% | 1% | -4% | 6% | 13% | 0%
Pol eta inh | -19% | 4% | -13%&-2% | -24% | 0% | 7% | -19% | 1%
Anesthetic bind | · | -6% | -11%&2% | -7% | 0% | 5% | -13% | -7%
Pol kappa inh | -2% | -9% | -17%&3% | -7% | 7% | -6% | 0% | 0%
G9a block | -9%[12.7 µM] | 10%[59 µM] | ? | -30%[59 µM] | 20% | 5% | · | 0%[12.7 µM]
Pol iota inh | 40%[activator] | 28% | -19%&4% | 19% | -16% | 11% | 18% | -11%
Pol beta inh | · | -1% | 0%&-1% | 1% | 0% | -2% | 19% | 5%

Structures listed so far that have four or more nitrogen atoms, in the order listed:
[1] Cn1c(SCC(=O)Nc2ccccc2F)nnc1C1CCCCC1
[2] COc1ccc(-c2cc(=O)oc3c(C)c(OCc4nn[nH]n4)ccc23)cc1
[7] O=C(N/N=C/C1CC=CCC1)c1cc(-c2cccnc2)nc2ccccc12 (stereo unspecified)
[12] O=C(Nc1ccc(Cl)c(-c2nc3ccccc3[nH]2)c1)c1cccnc1
[20] CCc1nn(CC(=O)NCCCc2ccccc2)c(=O)c2cc3ccccc3n12
[24] CCSc1nnc(-c2ccccc2N)c(=O)[nH]1
compound no. | 1 | 2 | 7 | 12 | 20 | 24
APE1 inh | -24% | 12% | -4% | 4% | · | 13%
BLM inh | -5% | -4% | 2% | 2% | -8% | 3%
BAZ2B block | -15% | -1% | 3% | 9% | 1% | 0%
Pol eta inh | ? | ? | -9% | -2% | -24% | 1%
Anesthetic bind | -20% | -19% | -14% | 1% | -7% | -7%
Pol kappa inh | -25% | -6% | -1% | -18% | -7% | 0%
G9a block | · | ? | 16% | -10% | -30%[59 µM] | 0%[12.7 µM]
Pol iota inh | ? | 43%[activator] | 51%[activator] | -1%[58.9 µM] | 19% | -11%
Pol beta inh | 0% | 24% | ? | 20% | 1% | 5%
